PTK2B oligo ant = antagonists of human Pyk2 oligomerization | Q14289 | Q293 cells, Pyk2 FERM NanoBiT luminescence; stronger effect = lower value | z-score (the deposit names both 25 µM and 10 µM) | hit rate 0.83% among 99,000 | AID 1347419;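 active means Z-score of -3 or lower, scaled per plate to the spread of control and sample wells; inactive means z-score above -3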;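 further: negative z-score means lost luminescence so less FERM oligomerization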
LYP inh 2 = blocks human PTPN22 phosphatase activity | inhibition, % at 2 µM | hit rate 0.21% among 96,000 | recombinant LYP catalytic domain, DiFMUP fluorescence | Q9Y2R2;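 active means inhibition at 2 µM at or above a set limit, the screen mean plus 3 SD, cut at about 24% in these data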;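 further: 0% = DMSO with enzyme and 100% = enzyme fully blocked by orthovanadate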
EphB4 antag = EphB4-ephrin-B2 interaction antagonism; EphB4 LBD / TNYL-RAW-Alexa532 peptide, fluorescence polarization; P54760; inhibition, % at 7 µM; hit rate 0.15% among 97,000;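 active means inhibition above the screen-wide mean inhibition plus 3 SD, cut at about 15% in these data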;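 further: 0% = DMSO wells and 100% = excess unlabeled TNYL-RAW peptide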
Target sequence (P54760 whole entry, looked up, the tested form may be a part): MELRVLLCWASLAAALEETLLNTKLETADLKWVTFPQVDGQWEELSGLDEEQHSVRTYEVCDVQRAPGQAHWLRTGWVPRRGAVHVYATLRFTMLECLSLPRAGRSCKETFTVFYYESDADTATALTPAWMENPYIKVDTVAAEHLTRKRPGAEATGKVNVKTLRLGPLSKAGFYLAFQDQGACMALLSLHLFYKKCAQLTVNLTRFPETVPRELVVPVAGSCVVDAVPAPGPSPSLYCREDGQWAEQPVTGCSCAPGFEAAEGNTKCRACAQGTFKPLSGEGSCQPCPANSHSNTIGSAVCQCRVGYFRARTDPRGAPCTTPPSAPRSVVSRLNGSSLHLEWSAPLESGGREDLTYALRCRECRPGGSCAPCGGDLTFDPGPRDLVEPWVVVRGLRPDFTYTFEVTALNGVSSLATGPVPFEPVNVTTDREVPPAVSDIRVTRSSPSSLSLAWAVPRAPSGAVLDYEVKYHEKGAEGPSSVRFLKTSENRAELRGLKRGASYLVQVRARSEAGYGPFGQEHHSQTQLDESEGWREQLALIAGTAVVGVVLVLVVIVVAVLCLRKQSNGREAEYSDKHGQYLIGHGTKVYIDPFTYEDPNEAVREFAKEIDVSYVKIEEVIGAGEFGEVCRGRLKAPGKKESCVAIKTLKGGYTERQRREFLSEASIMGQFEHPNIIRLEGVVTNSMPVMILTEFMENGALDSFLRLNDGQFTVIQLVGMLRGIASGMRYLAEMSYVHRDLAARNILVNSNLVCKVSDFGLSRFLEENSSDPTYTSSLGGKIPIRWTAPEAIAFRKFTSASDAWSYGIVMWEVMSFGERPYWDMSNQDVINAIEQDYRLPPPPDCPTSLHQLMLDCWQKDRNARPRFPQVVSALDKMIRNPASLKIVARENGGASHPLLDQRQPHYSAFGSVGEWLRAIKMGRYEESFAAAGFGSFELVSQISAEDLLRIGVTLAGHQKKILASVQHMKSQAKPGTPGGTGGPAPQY
PLK1 inh = blocks human PLK1 kinase activity; recombinant PLK1 kinase, TR-FRET peptide phosphorylation; inhibition, % at 10 µM; hit rate 0.53% among 97,000; AID 619; P53350;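 active means inhibition of 50% or more in the single-concentration screen; inactive means inhibition below 50%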;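 further: 0% = DMSO max control and 100% = H-89 dihydrochloride min control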
LYP act = LYP (human) phosphatase activation | Q9Y2R2 | recombinant LYP, DiFMUP fluorescence; 0 = plate median, 100 = signal doubled | activation, % at 2 µM | hit rate 0.11% among 96,000 | AID 697;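 active means activation at 2 µM above a set limit, the mean plus 5 SD, cut at about 37% in these data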
cytoskel mod = modifiers of cytoskeleton assembly; hit rate 0.18% among 91,000; inhibition, % at 2 µM; HUVEC TNFa F-actin phalloidin imaging, high content;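 active means inhibition above the batch mean plus 3 SD and confirmed as a hit by visual image inspection, cut at about 30% in these data, passing the limit was not always enough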; further: strong numbers were not always called active
Rev-RRE block = inhibitors of HIV-1 Rev-RRE RNA interaction; P05866; Rev peptide-RRE RNA binding, FRET; inhibition, % at 8 µM; hit rate 0.79% among 97,000;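 active means inhibition above the screen-wide mean plus 3 SD, cut at about 35% in these data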;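 further: 0% = median DMSO wells and 100% = median Neomycin B control wells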
Target sequence (P05866 whole entry, looked up): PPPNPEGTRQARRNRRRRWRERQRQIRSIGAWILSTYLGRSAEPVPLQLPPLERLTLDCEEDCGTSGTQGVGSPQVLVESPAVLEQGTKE
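Assay system: Rev peptide and RRE RNA, both fluorescently labelled; times: 5 min preincubation and 15 min binding, 25 °C; detection: FRET, ex 480 nm, em 540 and 671 nm; read-out basis: % inhibition from 671/540 nm acceptor-to-donor ratio, scaled between controls; benchmarks: DMSO low control, neomycin B high control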
Plk1 PBD FP = blocks phosphopeptide binding to human Plk1 polo box domain; P53350; Plk1 PBD phosphopeptide binding, fluorescence polarization; inhibition, %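 (tested at about 20 µM)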; hit rate 0.13% among 97,000; AID 693; in the data active means inhibition above about 34%, passing the limit was not always enough
FAK inh = blocks human focal adhesion kinase activity. Q05397. biochemical FAK kinase activity assay. inhibition, %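 (tested at 7 µM)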. hit rate 0.84% among 97,000. AID 727; in the data active means inhibition above about 19%;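 further: 0% = DMSO and 100% = reference compound high control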
Starred values were filed as active, the others as inactive; / = no result given; [ ] = remark or other dose. Rows are unselected; overall some 3.5% were active at least once.

Screens in order: PTK2B oligo ant	LYP inh 2	EphB4 antag	PLK1 inh	LYP act	cytoskel mod	Rev-RRE block	Plk1 PBD FP	FAK inh
> COc1ccc(C2Nc3ccccc3C(=O)N2Cc2ccccc2)cc1Cn1nnc2ccccc21 (stereo not given)
  -1.4	2	8	-11	2	-10	4	-16	1
> CCOC(=O)c1cccc(NC(=O)CSc2nnc(C3CCCCC3)n2CC)c1
  0.68	9	1	0	-10	/	8	13	5
> CC1CCCC(C)N1CCNC(=O)CCn1nc(-c2ccccc2)ccc1=O (stereo not given)
  /	8	8	-4	-10	-5	7	-13	0
> CCOc1ccc2oc(-c3ccccc3)c(C(=O)N(C)C)c2c1
  -0.95	8	4	-8	-6	-1	7	16	-1
> Cc1cc(NC(=O)CSc2nc3sc(C)c(C)c3c(=O)n2C2CCCC2)no1
  0.29	-13	-8	-12	13	16	-6	0	-8
> Cc1nnc(N2CCc3ccccc3C2)[nH]c1=O
  -0.84	-6	-9	-8	0	13	0	15	0
> C/C=C(\C)c1nnc(NC(=O)OCC)s1
  0.1	-13	6	1	11	-27	8	17	-8
> Cc1ccc(CN(C(=O)Cn2nnc3ccccc32)C(C(=O)NCc2ccco2)c2cccs2)cc1 (stereo not given)
  -1.9	12	14	5	-14	0	6	7	5
> COc1cc(-c2nc(S(=O)(=O)c3ccc(Cl)cc3)c(N(C)C)o2)cc(OC)c1OC
  -0.25	4	-2	-5	-2	2	5	-4	-8
> CCOC(=O)C1C(=O)CC(O)(c2ccccc2)CC1c1ccccc1 (stereo not given)
  -0.08	-7	5	-9	6	-44	-1	-21	11
> c1ccc(Nc2nc3ccccc3[nH]2)nc1
  -0.66	12	-5	-14	-12	-12	4	12	5
> CCc1ccc(NC(=O)CSc2nnc(-c3cccs3)n2CC)cc1
  -2	6	-3	-6	-4	-20	13	2	8
> CCOC(=O)c1[nH]c(C)c(C(=O)N2CCN(C(=O)c3ccco3)CC2)c1C
  0.47	-11	-5	-9	6	-9	0	12	1
> O=S(=O)(c1cccs1)n1cnc2ccccc21
  0.2	-1	-3	-8	-2	16	3	8	12
> COc1ccc(S(=O)(=O)Cc2ccc(C(=O)NC(C)C)o2)cc1
  /	-7	5	13	4	5	2	-3	-4
> NC(=O)C1CCN(CCC(=O)Nc2ccc3c(c2)CCC3)CC1
  0.16	5	-3	-5	-5	-4	4	-6	1
> N#CC1=C(N)Oc2c(oc(CO)cc2=O)C1c1ccsc1 (stereo not given)
  -0.3	-6	0	10	6	14	2	-35	0
> CCOC(=O)c1sc(NC(=O)CCSC)nc1C
  -0.53	-2	-4	-14	-1	17	-1	-27	0
> CC(C)OC(=O)CSc1nnc(Cc2ccccc2)n1CC1CCCO1 (stereo not given)
  0.7	-10	1	-11	13	-10	1	9	-1
> C=CCNC(=O)c1cc2c(C(F)(F)F)nn(C)c2s1
  -0.02	-3	9	0	5	-26	4	-25	0
> COc1ccc(C(=O)OCn2nnc3ccccc3c2=O)cc1OC
  0.04	-8	-4	-14	8	7	2	-9	-1
> COc1ccc2[nH]c(=O)c(CN(C(=O)c3ccco3)C3CCCCC3)cc2c1
  1.7	-2	0	-10	4	1	7	1	0
> COc1ccc(Cl)cc1C(=O)Nc1ccc(S(=O)(=O)N2CCCC2)cc1
  -1.4	6	-1	-2	-4	7	-2	-13	1
> CCOc1ccccc1NC(=O)CSc1c(C)n[nH]c1C
  0.03	-2	0	1	2	12	3	-19	-2
> CSc1ncccc1C(=O)NCc1ccc(C)cc1
  0.61	-10	-5	-9	10	7	1	-9	-1
> Cn1c(Cc2cccc3ccccc23)nnc1SCC(=O)N1CCN(c2cccc(Cl)c2)CC1
  0.18	4	-8	-5	-2	5	-1	23	0
> CCCN(C(=O)c1cccs1)c1nnc(-c2ccncc2)s1
  -1.6	1	2	-2	-2	-3	6	-34	-1
> Cc1cc(C)nc(SCCCn2c(=O)[nH]c3ccccc32)n1
  0.13	-4	8	-9	1	-7	1	39	6
> CC(C)(C)C1CCc2onc(C(=O)Nc3cnn(Cc4ccc(F)cc4)c3)c2C1 (stereo not given)
  0.64	-7	0	-10	-1	0	3	21	-3
> COc1cc(C(=O)OC(C)C(=O)N2CCc3ccccc3C2)ccc1OCC(=O)N1CCOCC1 (stereo not given)
  0.39	-4	-1	11	3	-23	3	13	2
> N#Cc1c(NC(=O)CSc2ncc(-c3ccccc3)n2CC2CCCO2)sc2c1CCCC2 (stereo not given)
  -0.81	-4	-3	-10	1	14	2	7	1
> CCOC(=O)C1=C(C)C(c2ccc(OC)cc2)NC(=S)N1 (stereo not given)
  -0.05	6	2	-11	-4	-6	5	5	2
> O=C1CN(Cc2ccccc2)C(=NCc2ccco2)S1
  0.42	13	0	-9	-13	17	-3	-21	3
> COc1ccccc1C1C=C(c2ccc(C)cc2)Nc2nnnn21 (stereo not given)
  0.83	-4	-6	-18	2	-13	5	19	2
> O=S(=O)(NCCOC12CC3CC(CC(C3)C1)C2)c1cccc2nsnc12
  -0.03	-4	-1	-9	3	10	13	-14	4
> CCCOc1ccc(NC(=O)C2CCCNC2=O)cc1 (stereo not given)
  0.33	-5	0	2	3	-3	5	1	40*
> O=C(CSc1nc2ccccc2c(=O)n1Cc1ccco1)NCc1ccccc1
  -0.8	4	6	2	0	-2	4	18	-5
> COc1ccc(C(=O)N2CCOCC2)cc1Br
  0.2	-1	-2	130*	-3	-3	7	-28	-1
> COc1ccc(S(=O)(=O)N2Cc3ccccc3CC2C(=O)O)cc1OC (stereo not given)
  /	-12	-10	0	10	-6	6	1	-1
> CCCN1C/C(=C/c2cccc([N+](=O)[O-])c2)C(=O)/C(=C/c2cccc([N+](=O)[O-])c2)C1
  -0.27	-10	-1	-10	6	8	-1	-10	5
> CCCCC(=O)NC(=S)Nc1ccccc1C(=O)Nc1ccccc1
  -0.13	5	-1	-7	-6	-88	5	-2	-2
> COc1ccccc1S(=O)(=O)Cc1ccc(C(=O)NCCN2CCCC2)o1
  -0.05	-13	-1	-8	11	5	3	-16	2
> CC(C)CNC(=O)c1cc(-c2ccc(Cl)c(Cl)c2)on1
  0.49	4	9	-8	-5	14	8	17	2
> Clc1ccc(-n2ncc3c(NCc4ccccn4)ncnc32)cc1
  1.4	3	7	-6	-6	/	8	-17	4
> COc1cc(NC(=O)c2cnn3c(C)cc(C)nc23)c(OC)cc1Cl
  -0.09	-3	-1	-2	7	4	-1	-6	2
> CCCCn1c(CNC(=O)c2cccs2)nc2ccccc21
  /	-6	-4	-15	2	-1	-1	-6	0
> CC(=O)N(c1cccc(Br)c1)C1C=CS(=O)(=O)C1 (stereo not given)
  1.2	2	-1	-9	-1	0	1	-14	0
> Cc1cccc(Cn2c(SCC(=O)Nc3ccccc3)nc3c2c(=O)[nH]c(=O)n3C)c1
  /	-6	4	-2	4	-7	12	-15	13
> CCOc1nc(-c2ccccc2)ccc1-c1noc(-c2ccco2)n1
  -0.8	6	4	-2	-6	-3	10	-6	0
> COc1ccc2[nH]c(C)cc(=O)c2c1
  1.1	2	-13	-3	-2	9	-1	9	-1
> Cc1ccc(NCc2nc3ccccc3n2C)cc1
  -0.46	3	-5	-8	0	-17	1	18	-3
> CCSc1nnc(-c2cccnc2)n1-c1ccc(C)c(Cl)c1
  1.7	1	-4	-5	2	14	5	-4	2
> CCn1ccc(C(=O)Oc2ccc(C(C)C)cc2)n1
  0.37	5	-6	-7	-10	-13	5	14	3
> O=C(CCn1nc(-c2ccc(Cl)cc2)ccc1=O)NCCCN1CCCCCC1
  0.45	9	2	5	-8	-2	6	-31	3
> C1=C(CCNCC2CC2)CCCC1
  0	-5	5	-5	5	6	3	-14	0
> COn1c(SCc2ccc(C)cc2C)nc2ccccc2c1=O
  -0.9	-11	0	-8	14	-28	7	10	3
> CC(C)CCn1c(Oc2ccc(Cl)cc2)nc2c1c(=O)n(C)c(=O)n2C
  0.08	5	-2	2	-8	6	15	-3	6
> Cc1cc(=O)oc(C)c1C(=O)Nc1ccc2ncccc2c1
  -0.06	7	3	-6	-5	-6	125*[fluorescence artefact?]	-25	-2
> Cc1cnc(NC(=O)c2c(O)c3cccc4c3n(c2=O)CCC4)s1
  /	1	3	-10	-3	-5	4	-11	0
> Fc1ccc(C2CC(c3ccccc3)Nc3ncnn32)cc1 (stereo not given)
  /	-6	8	-11	3	-2	11	8	4

(further entries)
Screens in order: PTK2B oligo ant	LYP inh 2	EphB4 antag	PLK1 inh	LYP act	cytoskel mod	Rev-RRE block	Plk1 PBD FP	FAK inh
> Cc1ccnc(SCCn2c(N3CCC(C)CC3)nc3c2c(=O)[nH]c(=O)n3C)n1
  /	4	-8	1	-7	0	-1	-16	-4
> O=C(Nc1cnn(Cc2ccc(Cl)c(Cl)c2)c1)c1nc2ncccn2n1
  -1.7	1	-4	9	1	-3	1	-17	2
> CCOc1ccc(OCC)c(NC(=O)CCS(=O)(=O)c2ccc(Br)s2)c1
  0.09	5	8	-1	-4	/	11	-20	-1
> Cc1cc(C)n2cc(CSc3nnnn3-c3ccccc3C)nc2n1
  -0.71	-9	5	-10	8	0	2	-12	-1
> Cc1cccc(OCc2nc(-c3ccccn3)n[nH]2)c1
  0.8	9	4	-13	-9	6	-1	20	-1
> CN(C)CCNc1nc(-c2ccccc2)c2c(c1C#N)CC(C)(C)OC2
  0.13	5	-1	2	-5	9	4	12	1
> Cn1c(SCc2cccc3ccccc23)nnc1-c1ccco1
  -0.71	-5	7	-9	5	-8	8	-18	1
> Cc1nn(Cc2ccccc2Cl)c2sc(C(=O)NCc3ccc4c(c3)OCO4)cc12
  -1.5	-3	-3	-6	5	-11	5	-13	2
> CN(C(=O)CSc1nc2c(c(=O)[nH]1)CCCC2)C1CCCCC1
  -0.01	-11	4	-6	7	9	-1	-14	-1
> O=C1Nc2ccccc2/C1=C/C(=O)c1cccs1
  -0.86	1	-3	-3	0	4	4	11	-1
> Cc1cc(C)c2cc(CN(Cc3nnnn3C3CCCCC3)CC3CCCO3)c(=O)[nH]c2c1 (stereo not given)
  0.57	4	3	-6	-5	16	-2	16	-4
> O=C(CN1C(=O)c2cccc3cccc1c23)NCc1cccnc1
  -0.29	-10	-7	-5	10	-2	-2	-22	1
> O=C(O)c1cccc(NS(=O)(=O)c2cccc3nsnc23)c1
  0.35	7	-5	-4	-5	2	6	25	5
> CCOC(=O)N1CCN(S(=O)(=O)c2ccc(F)c(C(=O)Nc3cc(C)cc(C)c3)c2)CC1
  -0.03	-2	-3	-8	3	-6	3	7	-1
> COc1ccc(N2C(=O)C3CCCN3C2c2cccc(C)c2)cc1 (stereo not given)
  /	0	0	-8	-3	0	-2	-4	0
> CC(C)CNS(=O)(=O)c1ccc(CCC(=O)Nc2cc(Cl)ccc2Oc2ccccc2)cc1
  1.1	-1	7	-13	1	21	6	8	0
> Cn1c(-c2ccc(F)cc2)cnc1NCc1ccccc1
  0.01	1	0	-7	5	10	-3	-4	3
> COC(=O)C1Sc2[nH]c(=O)sc2C2c3ccccc3OC(=O)C12 (stereo not given)
  -0.36	-2	-6	-8	1	-24	4	-9	2
> O=C(CC(C(=O)N1CCc2ccccc21)n1ccnc1)N1CCc2ccccc2C1 (stereo not given)
  -0.38	0	2	-7	-2	60	60*	14	4

Two entries drawn at random from the list so far, as already listed:
Screens in order: PTK2B oligo ant	LYP inh 2	EphB4 antag	PLK1 inh	LYP act	cytoskel mod	Rev-RRE block	Plk1 PBD FP	FAK inh
> CC(C)CNS(=O)(=O)c1ccc(CCC(=O)Nc2cc(Cl)ccc2Oc2ccccc2)cc1
  1.1	-1	7	-13	1	21	6	8	0
> CCOC(=O)N1CCN(S(=O)(=O)c2ccc(F)c(C(=O)Nc3cc(C)cc(C)c3)c2)CC1
  -0.03	-2	-3	-8	3	-6	3	7	-1

High-throughput results from PubChem BioAssay.
